Compound activity deposited in PubChem BioAssay by Johns Hopkins Ion Channel Center.
KCNQ2 inh – KCNQ2 potassium channel inhibitors, primary screen, cell-based, CHO-K1, FluxOR thallium flux, B-score (AID 2156); 310,000 compounds, 1.1% hits; 20 min; active compounds read low; B-score at 10 µM; Potassium voltage-gated channel subfamily KQT member 2 (Rattus norvegicus), O88943;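 active means fluorescence ratio B-score at most minus 3 library SDs, with starting brightness B-score within 2 library SDs, cut at about -5.5 in these data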
Target sequence (O88943 whole entry, looked up): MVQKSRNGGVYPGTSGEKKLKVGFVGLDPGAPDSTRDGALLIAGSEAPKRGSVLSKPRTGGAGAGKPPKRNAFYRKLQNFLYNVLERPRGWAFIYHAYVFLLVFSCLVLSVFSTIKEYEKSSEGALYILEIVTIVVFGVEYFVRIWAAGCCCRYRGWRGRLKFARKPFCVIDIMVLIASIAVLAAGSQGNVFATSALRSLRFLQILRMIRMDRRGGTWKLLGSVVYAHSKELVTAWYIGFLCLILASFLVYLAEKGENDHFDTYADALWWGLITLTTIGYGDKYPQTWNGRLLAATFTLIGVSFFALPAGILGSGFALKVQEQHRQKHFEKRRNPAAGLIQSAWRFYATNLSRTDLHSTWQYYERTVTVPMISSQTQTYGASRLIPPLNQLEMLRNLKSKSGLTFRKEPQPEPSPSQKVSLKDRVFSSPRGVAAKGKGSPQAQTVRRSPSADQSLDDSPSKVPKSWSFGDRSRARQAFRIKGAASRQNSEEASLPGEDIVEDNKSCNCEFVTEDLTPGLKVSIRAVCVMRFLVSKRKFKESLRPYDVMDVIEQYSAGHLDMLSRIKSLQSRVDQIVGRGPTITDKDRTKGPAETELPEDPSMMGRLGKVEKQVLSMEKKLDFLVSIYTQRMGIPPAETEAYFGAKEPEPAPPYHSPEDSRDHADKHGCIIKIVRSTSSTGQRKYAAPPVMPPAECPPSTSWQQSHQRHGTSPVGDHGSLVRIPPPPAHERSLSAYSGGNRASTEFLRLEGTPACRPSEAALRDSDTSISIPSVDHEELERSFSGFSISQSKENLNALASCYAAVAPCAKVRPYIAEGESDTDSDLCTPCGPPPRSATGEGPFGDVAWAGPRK
CHT inh – inhibitors of human choline transporter CHT | CHT-expressing cells, membrane potential dye, choline response; active compounds read low | B-score at 10 µM | 310,000 compounds, 0.86% hits | AID 488975, 2010;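 active means B-score over 3 SD under the library average, and starting fluorescence ratio not unusually high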;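 further: choline stimulus applied at its EC90 after an EC20 pre-addition; B-score computed on integrated fluorescence ratio after choline addition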
* hit, by the source's call; i = inactive; x = no result given. Not a hit list (roughly 1.9% active in at least one column).

KCNQ2 inh	CHT inh	SMILES
i	i	CC(C)(C)n1nnnc1C(c1cccc(C#N)c1)N1CCN2CCCC2C1 (configuration not stated)
i	-5.1*	CC1CN(S(=O)(=O)c2ccc(C(=O)NN3CCN(C)CC3)cc2)CC(C)O1 (configuration not stated)
i	i	CCOP(=O)(c1ccc(N(C)C)cc1)C(O)c1cc(OC)c(OC)c(OC)c1 (configuration not stated)
x	i	O=C(CSc1nnc(Cc2cc(=O)[nH]c(=O)[nH]2)n1-c1ccccc1)N1CCCc2ccccc21
i	i	CCC(=O)N1CCN(c2ccccc2NC(=S)NC(=O)c2ccco2)CC1
i	i	S=c1[nH]ccn1-c1cccc(Cl)c1Cl
i	i	O=c1cc2[nH]c3ccccc3c(=O)n2nc1-c1ccccc1
i	i	CCN(C(=O)CSc1nc(N)cc(N)n1)C1CCS(=O)(=O)C1 (configuration not stated)
i	i	CCOc1ccc(N(CC(=O)NCCSc2ccccn2)S(=O)(=O)c2ccc(Cl)cc2)cc1
i	i	CCC(=O)NCCSc1c[nH]c2ccccc12
i	i	COC(=O)c1cnn(C(=O)c2ccccc2Br)c1N
i	i	Cn1nnc2cc(NC(=O)N3CC4(C)CC3CC(C)(C)C4)ccc21 (configuration not stated)
i	i	COc1ccccc1C(c1nnnn1CC1CCCO1)N1CCC(C(N)=O)CC1 (configuration not stated)
i	-8.6*	CCc1ccc(-n2c(C)cc(/C=N/NC(=O)OC)c2C)cc1
i	i	CC1Sc2ccc(S(=O)(=O)CCC(=O)N3CCCCC3)cc2NC1=O (configuration not stated)
i	i	CCOC(=O)N1CCN(C(=O)Cn2nc(C)c3sc4ccccc4c3c2=O)CC1
i	i	Cc1c(-c2cccs2)[n+](=O)c2c(n1[O-])CCCC2
i	i	COc1cc(NS(=O)(=O)c2ccc(NC(=S)NC(=O)c3ccccc3)cc2)nc(OC)n1
i	i	Cc1ccc(S(=O)(=O)Nc2cc(-c3ccccc3)nn2C)cc1Cl
i	i	COc1ccc(/C=C/C(=O)C2(O)CCCCC2)cc1OC
i	i	Nc1ccccc1Nc1ccncc1[N+](=O)[O-]
i	i	CCOCCCNC(=O)C(NC(=O)c1ccc(=O)[nH]c1)c1ccc(C)cc1 (configuration not stated)
i	i	O=C(O)C(Cc1ccccc1)NC(=O)C(c1ccccc1)c1ccccc1 (configuration not stated)
i	i	Cc1nc(SCC(=O)OCc2ccccc2)c(C#N)c(-c2ccccc2)c1C(=O)Nc1ccccc1
i	i	Cc1cccc(NS(=O)(=O)c2cc3c(cc2C)NC(=O)CO3)c1
i	i	CN(Cc1ccccc1)C(=O)CSc1nnc(-c2ccco2)n1-c1ccccc1
i	x	Cc1oc(-c2ccccc2)cc1C(=O)Nc1cccc(/C=C/C(=O)O)c1
i	i	O=C(COc1ccc(F)cc1)Nc1nc(-c2ccccn2)cs1
i	i	COc1ccc(-c2nc3ccccc3c(=O)o2)cc1OC
i	i	COC(=O)[C@@H](NC(=O)Nc1cccc(OC)c1)C(C)C
i	i	CC(=O)Nc1ccc(S(=O)(=O)c2ccc(N)cc2)cc1N
i	i	Cc1cc(C)c2sc(N(CCCN(C)C)C(=O)COc3ccc(Cl)cc3)nc2c1
i	i	COc1cccc(/C=C2\SC(=S)N(CCC(=O)NC3C=CS(=O)(=O)C3)C2=O)c1 (configuration not stated)
i	i	Cc1ccccc1CN1CCN(Cc2cc(=O)c3ccccc3[nH]2)CC1CCO (configuration not stated)
i	i	CN(c1ccccc1C(=O)Nc1ccc2c(c1)OCO2)S(C)(=O)=O
i	i	C/C(=N\Nc1ccc2nncn2n1)c1cccs1
i	i	O=C(CSC(=S)N1CCCCC1)Nc1ncc2c(n1)CCCC2=O
i	i	CC(C)C1Nc2ccc(C(=O)N3CCN(c4ccccn4)CC3)cc2NC1=O (configuration not stated)
i	i	COC(=O)C1(CCSC)NC(c2ccco2)C2C(=O)N(C)C(=O)C21 (configuration not stated)
i	i	O=C(CCNc1ccc(Cc2ccncc2)cc1)c1cccc([N+](=O)[O-])c1
i	i	Cc1nn(CC(=O)NCc2ccc(Cl)cc2)c(C)c1[N+](=O)[O-]
i	i	S=c1[nH]nc(-c2ccc(Br)o2)n1Cc1ccccc1
i	i	CN(C)S(=O)(=O)NCC1CCCN(Cc2ccc(-c3ccccc3)cc2)C1 (configuration not stated)
i	i	CCCCNC(=O)CSc1nccn1Cc1ccccc1
i	i	COc1ccc(/C=C2/Sc3ccc(C(=O)N4CCOCC4)cc3NC2=O)cc1OC
i	i	Cn1c(NCCO)nc2c1c(=O)n(Cc1ccc(F)cc1)c(=O)n2C
i	i	O=C(Nc1cccnc1)OC1CCCCC1
i	i	O=C(Cn1nnc2ccccc21)N/N=C/c1ccco1
i	i	COc1ccc(NC(=O)NCc2ccncc2)c(OC)c1
i	i	Cc1cccc(CNS(=O)(=O)c2ccc(-c3ccc(=O)[nH]n3)s2)c1
x	i	CSc1nnc(CNC(=O)c2ccccc2)n1-c1ccc(F)cc1
i	i	CCCCOC(=O)C1CCCC(C)N1 (configuration not stated)
i	i	O=[N+]([O-])c1ccccc1S(=O)(=O)Nc1ccc2c(c1)OCCO2
i	i	N/C(=N\NC(=O)c1ccc(F)cc1)c1cc2ccccc2oc1=O
i	i	O=C(O)Cn1c(SCc2ccccc2)nc2ccccc21
i	i	CC1CCN(C(=O)CCc2nnc(-c3ccccc3)o2)CC1
i	i	Cc1ccnc(NC(=O)c2cccs2)c1
i	-4.9*	Nc1c(C(=O)Nc2ccccc2)sc2nc(-c3cccnc3)ccc12
i	i	Cc1ccc(S(=O)(=O)N2CCN(C(=O)CSc3ccccn3)CC2)c(C)c1
i	i	O=C1CN(C(=O)CSc2ccc(-c3ccc(F)cc3)nn2)c2ccccc2N1

Continuation.
KCNQ2 inh	CHT inh	SMILES
i	i	Cc1cc(=O)oc2cc(NC(=O)CCOc3ccccc3)ccc12
i	i	NS(=O)(=O)c1ccc(NC(=O)c2ccc(F)cc2F)c(NC(=O)c2ccc(F)cc2F)c1
i	i	Cc1cc(=O)nc2c3ccccc3n(CC(=O)NCCCN3CCCCC3C)n12 (configuration not stated)
i	i	C=CCn1c(O)c(C2=c3ccccc3=NC2=O)sc1=Nc1ccc(O)cc1
i	i	Cc1ccc(S(=O)(=O)Nc2ccc(O)c3ccccc23)c(C)c1
i	i	CCOc1ccc(C(=O)NCC(C)CN(C)C)cc1OCC (configuration not stated)
i	i	O=C(NCCN1CCOCC1)C1(C(F)(F)F)C/C(=C\Cc2ccccc2)CCCO1 (configuration not stated)
i	i	Clc1ccc(/C=C/c2ncc3ccccn23)cc1
-7.2*	i	CC(C)CCN1CC(=O)N2Cc3[nH]c4ccccc4c3C[C@H]2C1=O
i	i	CCOC(=O)c1ccc(Oc2coc3cc(O)ccc3c2=O)cc1
i	i	O=C(CS(=O)(=O)c1ccc(Br)cc1)N1CCOCC1
i	i	CC(=O)CSc1ccc(C(=O)O)cn1
i	i	CCOCCCn1c(SCc2ccccc2)nnc1-c1ccncc1
i	i	CC1CCCN(C(=O)COC(=O)c2ccc(=O)n(Cc3ccccc3)n2)C1 (configuration not stated)
i	i	CCN(CC)CC#CCOC(=O)C(O)(c1ccccc1)C1CCCCC1 (configuration not stated)
i	i	CCC(Sc1nccn1C)C(=O)Nc1ccc(Cl)cn1 (configuration not stated)
i	i	Cc1cccc2cc(C#N)c(SCCN3CCCCC3)nc12
i	i	c1ccc(N2CC3CCc4ccccc4C3=N2)cc1 (configuration not stated)
i	i	CCSc1nc2c(cnn2-c2ccccc2)c(=O)n1N
i	i	CC(=O)Nc1nnc(-c2ccccn2)o1
i	i	C[n+]1cccc2ccc3c(c21)OC(N)=C(C#N)C3c1ccccc1 (configuration not stated)
i	i	NS(=O)(=O)c1ccc(NC(=O)COC(=O)COc2ccc(Cl)cc2)cc1
i	i	C=CCc1cc(Cl)ccc1OCCN1CC(C)OC(C)C1 (configuration not stated)
i	i	O=C(COC(=O)c1ccccn1)Nc1ncc(C(F)(F)F)cc1Cl
i	i	O=C1OC(NCc2cccnc2)(c2ccc(Cl)cc2)c2ccccc21 (configuration not stated)
i	i	CCc1ccc(C(C(=O)NCCOC)N(C(=O)Cn2nnc3ccccc32)c2cccnc2)cc1 (configuration not stated)
i	i	CCN(CC)CC(C)OC(=O)c1cc(OC)c(OC)c(OC)c1 (configuration not stated)
i	i	CCOc1cc(C(=O)Nc2ccccc2N2CCN(S(C)(=O)=O)CC2)cc(OCC)c1OCC
i	i	Cc1ccc(S(=O)(=O)NCC(=O)OCc2ccccc2Br)cc1
i	i	COc1ccc(-c2cc3nc(C)cc(C)n3n2)cc1
i	i	COc1ccccc1N1CC(C)(C)C(=O)N(C(=O)c2c(F)cccc2Cl)C1=S
i	i	COc1ccc(-c2noc(N3CCC(C(=O)NCc4ccccc4Cl)CC3)n2)cc1
i	i	Cc1cccc(OCC(=O)Nc2ccc(N3CCN(S(C)(=O)=O)CC3)cc2)c1C
i	i	CC1=CC(=O)[C@H]2C(C)(C)CCC[C@]2(C)[C@@]1(O)CO
i	i	Cc1ccc(S(=O)(=O)N2CCCCC2)cc1C(=O)NCCC1=CCCCC1
i	i	COc1cc(C(=O)NCC(=O)N/N=C/c2ccc(OC(=O)c3ccco3)cc2)cc(OC)c1OC
i	i	O=C(CN1CC(=O)Nc2ccccc21)NCCc1ccc(Cl)cc1Cl
i	i	CC[C@@]12C(=O)N(c3ccc(C)cc3)C(=O)N1[C@H](c1ccc(Br)cc1)[C@@H]1C(=O)N(C(C)(C)C)C(=O)[C@@H]12
i	i	O=C(NCCC(=O)N1CCC2(CC1)NCCc1[nH]cnc12)c1ccc(F)c(F)c1
i	i	COc1cccc(CC2(CO)CCCN(Cc3ccc(OC(F)F)cc3)C2)c1 (configuration not stated)
i	i	O=C(NCc1cccc(Cl)c1)C1CCC(=O)N(C2CC2)C1 (configuration not stated)
x	i	Cc1ccc(CCN2C(=O)CCC2(C)C(=O)NC2CCCC2)cc1 (configuration not stated)
i	i	COc1ccc(CCC(=O)N2CCCC(Nc3ccccc3)C2)cc1OC (configuration not stated)
i	i	COc1ccc(S(=O)(=O)NCC2CCCN(Cc3ccccc3Cl)C2)cc1 (configuration not stated)
i	i	COc1cccc2cc(C(=O)OC(C)C(=O)c3ccc(C)cc3)c(=O)oc12 (configuration not stated)
i	i	Cc1coc2cc3oc(=O)c(CC(=O)N[C@@H](CC(C)C)C(=O)O)c(C)c3cc12
i	i	O=C(Cn1cnc2ccccc21)N/N=C/c1ccccn1
i	i	CCN(CC)CCN(Cc1cc2cc3c(cc2[nH]c1=O)OCCO3)C(=S)NCCCOC
i	i	Cc1cc(C)n2nc(SCC(=O)Nc3ccc(O)cc3)nc2n1
i	i	COC(=O)c1c(NC(=O)COC(=O)CCc2ccc(S(=O)(=O)N3CCOCC3)cc2)sc2c1CCC2
i	i	CCC[N+]1(CC#CC2(O)CCCCC2)CCOCC1
i	i	O=C(NCCCN1CCOCC1)c1ccc(N2CCCC2)c([N+](=O)[O-])c1
i	-6.7*	C/C(=N\NC1=NCCN1)c1ccc(Cl)cc1
i	i	Cn1cc(CN2CCCC(C(=O)c3cccs3)C2)c(-c2cccc(Cl)c2)n1 (configuration not stated)
i	i	Cc1cc(C)n2nc(C(=O)OC(C)C(=O)c3ccccc3)nc2n1 (configuration not stated)
i	i	CC1CCCCC1NC(=O)Cn1[nH]c(=O)c2ccccc2c1=O (configuration not stated)
i	i	CC1(C)CC(=O)C(C2C3=C(CC(C)(C)CC3=O)OC3=C2C(=O)CC(C)(C)C3)=C(O)C1
i	i	O=C(CN1C(=O)c2ccccc2C1=O)NC1CCCCC1
i	i	O=C(OCc1ccc(Br)cc1)c1cnc(Cl)c(Cl)c1
i	i	CN(Cc1cccc([N+](=O)[O-])c1)Cc1cccc2ccccc12

Continued:
KCNQ2 inh	CHT inh	SMILES
i	i	CCN1C(=O)N[C@@H](c2ccco2)C(C(C)=O)=C1C
i	i	Cc1ccccc1-c1nc(CS(=O)CC(=O)NC2CCCC2)c(C)o1 (configuration not stated)
i	i	Cn1c(=O)c2c(nc(NCc3ccco3)n2CCc2ccccc2)n(C)c1=O
i	i	CCOC(=O)c1c(C)[nH]c(C)c1C(=O)COC(=O)CNC(=O)C1CCCCC1
i	i	COc1ccc(C)cc1S(=O)(=O)n1cnc2ccccc21
i	i	Cc1cc(C)n(-c2ccc3cccc(NS(C)(=O)=O)c3n2)n1
i	i	O=C(O)CCC(=O)Nc1ccc(S(=O)(=O)Nc2nccs2)cc1

Quoted from above (15 entries):
KCNQ2 inh	CHT inh	SMILES
i	i	COC(=O)c1c(NC(=O)COC(=O)CCc2ccc(S(=O)(=O)N3CCOCC3)cc2)sc2c1CCC2
i	i	CCC[N+]1(CC#CC2(O)CCCCC2)CCOCC1
i	i	O=C(NCCCN1CCOCC1)c1ccc(N2CCCC2)c([N+](=O)[O-])c1
i	-6.7*	C/C(=N\NC1=NCCN1)c1ccc(Cl)cc1
i	i	Cn1cc(CN2CCCC(C(=O)c3cccs3)C2)c(-c2cccc(Cl)c2)n1 (configuration not stated)
i	i	Cc1cc(C)n2nc(C(=O)OC(C)C(=O)c3ccccc3)nc2n1 (configuration not stated)
i	i	CC1CCCCC1NC(=O)Cn1[nH]c(=O)c2ccccc2c1=O (configuration not stated)
i	i	CC1(C)CC(=O)C(C2C3=C(CC(C)(C)CC3=O)OC3=C2C(=O)CC(C)(C)C3)=C(O)C1
i	i	O=C(CN1C(=O)c2ccccc2C1=O)NC1CCCCC1
i	i	O=C(OCc1ccc(Br)cc1)c1cnc(Cl)c(Cl)c1
i	i	CN(Cc1cccc([N+](=O)[O-])c1)Cc1cccc2ccccc12
i	i	CCN1C(=O)N[C@@H](c2ccco2)C(C(C)=O)=C1C
i	i	Cc1ccccc1-c1nc(CS(=O)CC(=O)NC2CCCC2)c(C)o1 (configuration not stated)
i	i	Cn1c(=O)c2c(nc(NCc3ccco3)n2CCc2ccccc2)n(C)c1=O
i	i	CCOC(=O)c1c(C)[nH]c(C)c1C(=O)COC(=O)CNC(=O)C1CCCCC1
